NPY2 pot ag = human NPY-Y2 potentiation or agonism, primary screen | P49146 | cells expressing NPY-Y2, potentiator/agonist read-out | activation, % at 3.6 µM | hit rate 0.45% among 220,000 | AID 1359; in the data active = activation above about 27%;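 note: cells stimulated with NPY near EC25 plus isoproterenol at EC100; 0% = vehicle plus submaximal agonist and 100% = vehicle plus saturating agonist; some results beyond the cut were filed as inactive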
CHOP inhibitor = CHOP inhibition in unfolded protein response | CHO-K1 CHOP-promoter luciferase, tunicamycin-induced, 15-18 h | inhibition, % at 10 µM | hit rate 3.8% among 220,000;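 active = compounds that reduced the stress-induced luciferase reporter signal by more than about 70% of percent inhibition, limit read from the data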;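 note: 0% = tunicamycin plus vehicle and 100% = wells without tunicamycin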
Ba/F3 V617F tox = lowers viability of Ba/F3 cells expressing EpoR and JAK2V617F; ATP luminescence; inhibition, % at 5.6 µM; hit rate 1.1% among 220,000; AID 1446;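 active = inhibition above the campaign mean plus 3 SD over all tested compounds, cut at about 24% in these data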;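 note: cytokine-independent growth of Ba/F3 cells driven by EpoR plus mutant JAK2; 0% = DMSO-treated cells and 100% = JAK inhibitor I control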
p47phox inh = inhibitors of human p47phox binding; p47phox/p22phox peptide binding, fluorescence polarization, 2 h; hit rate 0.53% among 220,000; inhibition, % at 24.7 µM; AID 1274; P14598;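 active = inhibition above about 30%, limit read from the data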;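 note: 0% = p47phox with labelled peptide and 100% = labelled peptide alone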
NPY-Y1 PAM-ag = human NPY-Y1 potentiation or agonism, primary screen | P25929 | NPY-Y1 expressing cells, potentiator/agonist activation | activation, % at 3.6 µM | hit rate 0.37% among 220,000 | AID 1304; in the data active = activation above about 33%, passing the limit was not always enough;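 note: cells stimulated with NPY at EC10 then isoproterenol at EC100; 0% = low agonist plus stimulus and 100% = saturating agonist plus stimulus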
Target sequence (P25929 whole entry, looked up): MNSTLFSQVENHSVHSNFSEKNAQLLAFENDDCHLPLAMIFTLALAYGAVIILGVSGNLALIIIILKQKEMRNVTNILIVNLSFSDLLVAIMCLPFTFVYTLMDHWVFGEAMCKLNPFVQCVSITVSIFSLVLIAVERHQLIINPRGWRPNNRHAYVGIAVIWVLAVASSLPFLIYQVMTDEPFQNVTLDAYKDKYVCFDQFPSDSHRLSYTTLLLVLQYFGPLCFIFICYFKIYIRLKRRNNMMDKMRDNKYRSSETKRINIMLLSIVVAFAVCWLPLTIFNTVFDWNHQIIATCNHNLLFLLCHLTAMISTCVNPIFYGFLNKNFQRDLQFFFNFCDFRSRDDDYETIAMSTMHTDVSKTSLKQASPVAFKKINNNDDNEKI
S1P4 antagonist = human S1P4 receptor antagonism; S1P4-expressing cells, antagonist mode, reporter read-out; inhibition, % at 4.98 µM; hit rate 0.26% among 220,000; AID 1510; in the data active = inhibition above about 29%;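 note: 0% = wells stimulated with agonist and 100% = vehicle wells without agonist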
Target sequence (O95977 whole entry, looked up): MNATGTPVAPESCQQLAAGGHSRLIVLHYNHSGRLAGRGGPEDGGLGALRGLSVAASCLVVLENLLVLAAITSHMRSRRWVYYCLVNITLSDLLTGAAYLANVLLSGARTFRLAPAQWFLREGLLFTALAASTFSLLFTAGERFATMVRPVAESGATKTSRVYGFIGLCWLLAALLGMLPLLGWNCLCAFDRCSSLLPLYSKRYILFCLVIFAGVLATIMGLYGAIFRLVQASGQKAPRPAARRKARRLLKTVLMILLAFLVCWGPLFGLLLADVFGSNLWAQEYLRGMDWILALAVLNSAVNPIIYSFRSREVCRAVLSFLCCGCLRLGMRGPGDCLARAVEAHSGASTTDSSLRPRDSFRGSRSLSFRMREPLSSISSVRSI
BaF3 parental = parental Ba/F3 viability inhibition as JAK2V617F counter-screen; hit rate 1.1% among 220,000; CellTiter-Glo ATP luminescence; inhibition, % at 5.6 µM; AID 1486;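 active = inhibition above a per-campaign cutoff, the mean inhibition of all tested compounds plus 3 SD, cut at about 27% in these data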;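 note: 0% = DMSO wells and 100% = JAK Inhibitor I control wells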
NPY Y1 blocker = NPY-Y1 (human) receptor antagonism; P25929; HEK293-CNG Y1 cells, membrane potential fluorescence; NPY at EC95, then isoproterenol; inhibition, % at 3.6 µM; hit rate 1% among 200,000;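 active = inhibition above the campaign mean inhibition of all tested compounds plus 3 SD, cut at about 20% in these data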;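 note: 0% = DMSO wells given NPY plus isoproterenol and 100% = isoproterenol alone without NPY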
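Test system: HEK293 cells co-expressing NPY Y1 receptor and cyclic-nucleotide gated channel; Also added: NPY (25 nM), isoproterenol (1 µM), Ro 20-1724 (25 µM); Compound dosing: one concentration, 3.6 µM, in 0.4% DMSO; Timing: dye 3 h, compound 60 min room temperature, stimulation 45 min; Technique: Membrane-potential fluorescent dye readout.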
S1P4 agonist = activates the human S1P4 receptor. O95977. S1P4-expressing cell line, agonist reporter assay. activation, % at 4.98 µM. hit rate 0.35% among 220,000; in the data active = activation above about 11%;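 note: 0% = DMSO vehicle and 100% = reference agonist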
* marks the source's active call; other numbers are inactive results.

What do the screens show for `COc1ccc(NC(=O)Nc2ccon2)c(OC)c1`?
NPY2 pot ag: 1; CHOP inhibitor: 2; Ba/F3 V617F tox: -1; p47phox inh: -9; NPY-Y1 PAM-ag: 3; S1P4 antagonist: 6; BaF3 parental: 2; NPY Y1 blocker: -3; S1P4 agonist: 0.5

How did O=C(NC1CCCCC1)c1ccc(N2CCCC2=O)cc1 do in these assays?
NPY2 pot ag: -16; CHOP inhibitor: 42; Ba/F3 V617F tox: -2; p47phox inh: 2; NPY-Y1 PAM-ag: 8; S1P4 antagonist: 0; BaF3 parental: 0; NPY Y1 blocker: -6; S1P4 agonist: 0.8

How did COc1ccc(Nc2nc(N3CCCCC3)c3ccccc3n2)cc1 do in these assays?
NPY2 pot ag: -2; CHOP inhibitor: 82*; Ba/F3 V617F tox: 7; p47phox inh: -9; NPY-Y1 PAM-ag: -44; S1P4 antagonist: -5; BaF3 parental: 35*; NPY Y1 blocker: 34*; S1P4 agonist: -0.9

How did CCOc1ccccc1NC(=O)CN(c1ccc(OC)cc1)S(=O)(=O)c1c(C)noc1C do in these assays?
NPY2 pot ag: -7; Ba/F3 V617F tox: 79*; p47phox inh: -3; NPY-Y1 PAM-ag: 4; S1P4 antagonist: 2; BaF3 parental: 75*; NPY Y1 blocker: 10; S1P4 agonist: 1.0

What do the screens show for `COc1ccc(CN2C(=O)CS(=O)CC2=O)cc1OC`?
NPY2 pot ag: 2; CHOP inhibitor: -27; Ba/F3 V617F tox: 0; p47phox inh: -3; NPY-Y1 PAM-ag: 7; S1P4 antagonist: -16; BaF3 parental: 0; NPY Y1 blocker: -1; S1P4 agonist: 1.9

How did O=C(CS(=O)c1cccc(C(F)(F)F)c1)Nc1ccc(Cl)cc1Cl (centres undefined) do in these assays?
NPY2 pot ag: 2; CHOP inhibitor: 32; Ba/F3 V617F tox: -2; p47phox inh: -1; NPY-Y1 PAM-ag: -29; S1P4 antagonist: -11; BaF3 parental: 2; NPY Y1 blocker: 17; S1P4 agonist: -0.1

What do the screens show for `Cc1cc(C)c(NC(=O)CSc2nc3ccc(NC(=O)CSc4nnnn4-c4ccccc4)cc3s2)c(C)c1`?
NPY2 pot ag: 4; CHOP inhibitor: 98*; Ba/F3 V617F tox: 0; p47phox inh: -14; NPY-Y1 PAM-ag: 4; S1P4 antagonist: 13; BaF3 parental: 1; NPY Y1 blocker: 3; S1P4 agonist: 0.1

Results for C=CCn1c(SC(C)C(N)=O)nc2sc(CC)cc2c1=O (centres undefined) ?
NPY2 pot ag: -7; CHOP inhibitor: -10; Ba/F3 V617F tox: 0; p47phox inh: -5; NPY-Y1 PAM-ag: 0; S1P4 antagonist: 0; BaF3 parental: 4; NPY Y1 blocker: 3; S1P4 agonist: -1.4

How did CCCCNC(=O)c1onc(CSc2ccccc2F)c1C(=O)O do in these assays?
NPY2 pot ag: -21; CHOP inhibitor: -4; Ba/F3 V617F tox: 0; p47phox inh: -1; NPY-Y1 PAM-ag: -35; S1P4 antagonist: 8; BaF3 parental: -1; NPY Y1 blocker: 16; S1P4 agonist: -0.3

Results for O=C(CCCOc1ccc(Cl)cc1)N1CCCCC1 ?
NPY2 pot ag: -7; CHOP inhibitor: 0; Ba/F3 V617F tox: 3; p47phox inh: -5; NPY-Y1 PAM-ag: -11; S1P4 antagonist: -3; BaF3 parental: 5; NPY Y1 blocker: 0; S1P4 agonist: 0.4

Results for Cc1ccc(C(C)C)cc1C(=O)CC1(O)C(=O)N(C)c2ccccc21 (centres undefined) ?
NPY2 pot ag: 20; CHOP inhibitor: -12; Ba/F3 V617F tox: -1; p47phox inh: 3; NPY-Y1 PAM-ag: 6; S1P4 antagonist: -6; BaF3 parental: 3; NPY Y1 blocker: 2; S1P4 agonist: -3.6

Results for CC(C)(C)c1cc(NCCCn2ccnc2)n2ncc(-c3ccccc3)c2n1 ?
NPY2 pot ag: 17; CHOP inhibitor: -22; Ba/F3 V617F tox: 3; p47phox inh: -24; NPY-Y1 PAM-ag: 27; S1P4 antagonist: 3; BaF3 parental: 1; S1P4 agonist: -1.4

How did COc1ccccc1C(=O)NC(=S)N1CCc2ccccc21 do in these assays?
NPY2 pot ag: -20; CHOP inhibitor: -9; Ba/F3 V617F tox: -2; p47phox inh: -18; NPY-Y1 PAM-ag: -37; S1P4 antagonist: 3; BaF3 parental: 4; NPY Y1 blocker: 4; S1P4 agonist: -1.0

How did O=C(NC(=S)NCC1CCCO1)c1cccc([N+](=O)[O-])c1 (centres undefined) do in these assays?
NPY2 pot ag: -7; CHOP inhibitor: -39; Ba/F3 V617F tox: 1; p47phox inh: -1; NPY-Y1 PAM-ag: 14; S1P4 antagonist: 10; BaF3 parental: 5; NPY Y1 blocker: -3; S1P4 agonist: 0.2

Results for Cc1cc(C)c2cc(C#N)c(SCC(=O)NCc3ccco3)nc2c1 ?
NPY2 pot ag: -6; CHOP inhibitor: 55; Ba/F3 V617F tox: 6; p47phox inh: -47; NPY-Y1 PAM-ag: -3; S1P4 antagonist: 5; BaF3 parental: 7; NPY Y1 blocker: 3; S1P4 agonist: -0.8

What do the screens show for `Cc1ccccc1-n1c(SCC(=O)Nc2ccc3c(c2)OCO3)nnc1-c1ccccn1`?
NPY2 pot ag: 1; CHOP inhibitor: 31; Ba/F3 V617F tox: 3; p47phox inh: -3; NPY-Y1 PAM-ag: 7; S1P4 antagonist: -19; BaF3 parental: 6; NPY Y1 blocker: -5; S1P4 agonist: -0.8

How did COc1ccccc1N1CCN(C(=O)c2sc3nc(-c4ccccc4)cn3c2C)CC1 do in these assays?
NPY2 pot ag: -8; CHOP inhibitor: 36; Ba/F3 V617F tox: 1; p47phox inh: -18; NPY-Y1 PAM-ag: -45; S1P4 antagonist: -14; BaF3 parental: 3; NPY Y1 blocker: 4; S1P4 agonist: -1.6

Results for CN1C(=O)N(C)C2(c3ccccc3)NC(=O)NC12c1ccccc1 (centres undefined) ?
NPY2 pot ag: -2; CHOP inhibitor: 6; Ba/F3 V617F tox: 1; p47phox inh: -8; NPY-Y1 PAM-ag: 6; S1P4 antagonist: -7; BaF3 parental: 7; NPY Y1 blocker: 3; S1P4 agonist: 0.1

What do the screens show for `O=C(OCCNc1nc(-c2ccccc2)nc2ccccc12)c1ccncc1`?
NPY2 pot ag: -8; CHOP inhibitor: 6; Ba/F3 V617F tox: 7; p47phox inh: -12; NPY-Y1 PAM-ag: -20; S1P4 antagonist: -5; BaF3 parental: 10; NPY Y1 blocker: -2; S1P4 agonist: 0.0

How did Cc1ccnc(NS(=O)(=O)c2ccc(CC(C)C)cc2)c1 do in these assays?
NPY2 pot ag: 12; CHOP inhibitor: 38; Ba/F3 V617F tox: 1; p47phox inh: -10; NPY-Y1 PAM-ag: 33; S1P4 antagonist: -8; BaF3 parental: 6; NPY Y1 blocker: -3; S1P4 agonist: -1.5

What do the screens show for `O=C1c2ccccc2C(=O)N1CCn1c(=O)oc2ccccc21`?
NPY2 pot ag: -3; CHOP inhibitor: -33; Ba/F3 V617F tox: -2; p47phox inh: -4; NPY-Y1 PAM-ag: -22; S1P4 antagonist: -18; BaF3 parental: 0; NPY Y1 blocker: 3; S1P4 agonist: 2.1

How did Cc1cc(C(=O)NCc2ccc3c(c2)OCO3)c(C)o1 do in these assays?
NPY2 pot ag: -25; CHOP inhibitor: -4; Ba/F3 V617F tox: 7; p47phox inh: -1; NPY-Y1 PAM-ag: -26; S1P4 antagonist: -12; BaF3 parental: 0; S1P4 agonist: 0.4

Results for Cc1nc2ccccc2nc1CSc1nnc(N)s1 ?
NPY2 pot ag: -9; CHOP inhibitor: 1; Ba/F3 V617F tox: -5; p47phox inh: -12; NPY-Y1 PAM-ag: -15; S1P4 antagonist: -6; BaF3 parental: 2; NPY Y1 blocker: 2; S1P4 agonist: -3.0

What do the screens show for `O=C(NCCSCc1ccco1)Nc1ccccc1`?
NPY2 pot ag: 12; CHOP inhibitor: -44; Ba/F3 V617F tox: 0; p47phox inh: -8; NPY-Y1 PAM-ag: 14; S1P4 antagonist: 0; BaF3 parental: 2; NPY Y1 blocker: 6; S1P4 agonist: 1.5

How did O=C(CN1C(=O)CCS(=O)(=O)c2ccccc21)Nc1cccc(F)c1 do in these assays?
NPY2 pot ag: 12; CHOP inhibitor: 5; Ba/F3 V617F tox: -2; p47phox inh: -7; NPY-Y1 PAM-ag: -4; S1P4 antagonist: 1; BaF3 parental: 4; NPY Y1 blocker: 4; S1P4 agonist: 0.5

Results for COC(=O)c1ccc(N2C(=O)C3CC(C)=C(C)CC3C2=O)cc1 (centres undefined) ?
NPY2 pot ag: -9; CHOP inhibitor: 11; Ba/F3 V617F tox: 4; p47phox inh: -4; NPY-Y1 PAM-ag: -3; S1P4 antagonist: 11; BaF3 parental: 5; NPY Y1 blocker: -3; S1P4 agonist: -1.4

How did CC(=O)N=Cc1c(C)c(C#N)c(=O)n(C)c1O do in these assays?
NPY2 pot ag: 0; CHOP inhibitor: -14; Ba/F3 V617F tox: 0; p47phox inh: -11; NPY-Y1 PAM-ag: 10; S1P4 antagonist: -12; BaF3 parental: 10; NPY Y1 blocker: -5; S1P4 agonist: 0.6

How did CC1(C)Cc2c(sc(NC(=O)COc3ccccc3)c2C#N)C(C)(C)N1 do in these assays?
NPY2 pot ag: -23; CHOP inhibitor: 9; Ba/F3 V617F tox: 0; p47phox inh: -4; NPY-Y1 PAM-ag: -21; S1P4 antagonist: -12; BaF3 parental: 6; NPY Y1 blocker: 13; S1P4 agonist: -1.3

How did Cc1ccc(Cn2nnc3c(=O)[nH]c(C4CCN(S(=O)(=O)c5ccc(C)cc5)CC4)nc32)cc1 do in these assays?
NPY2 pot ag: -4; CHOP inhibitor: 65; Ba/F3 V617F tox: 1; p47phox inh: -13; NPY-Y1 PAM-ag: -5; S1P4 antagonist: -14; BaF3 parental: 2; NPY Y1 blocker: -3; S1P4 agonist: -2.2

How did CCCc1c(C)[nH]c2ccccc2c1=O do in these assays?
NPY2 pot ag: -15; CHOP inhibitor: 54; Ba/F3 V617F tox: -3; p47phox inh: -20; NPY-Y1 PAM-ag: -9; S1P4 antagonist: 10; BaF3 parental: 2; NPY Y1 blocker: 6; S1P4 agonist: 0.8

How did COc1ccc(/C=N/NC(=O)CCC(=O)Nc2ccccc2)cc1OC do in these assays?
NPY2 pot ag: 6; CHOP inhibitor: 30; Ba/F3 V617F tox: -3; p47phox inh: -4; NPY-Y1 PAM-ag: -4; S1P4 antagonist: -9; BaF3 parental: 1; NPY Y1 blocker: 6; S1P4 agonist: 0.9

How did CCOc1ccccc1C(=O)N[C@H](C(=O)Nc1nc2c(s1)CCCC2)C(C)C do in these assays?
NPY2 pot ag: 10; CHOP inhibitor: 66; Ba/F3 V617F tox: -1; p47phox inh: -20; NPY-Y1 PAM-ag: -20; S1P4 antagonist: 0; BaF3 parental: 11; NPY Y1 blocker: 2; S1P4 agonist: -0.7

What do the screens show for `CC(=O)OCc1cc(-c2nn(C)c(=O)c3ccccc23)ccc1C`?
NPY2 pot ag: -6; CHOP inhibitor: 11; Ba/F3 V617F tox: 3; p47phox inh: 1; NPY-Y1 PAM-ag: -7; S1P4 antagonist: -6; BaF3 parental: 1; NPY Y1 blocker: 0; S1P4 agonist: 2.1
